# Screening results (PubChem)
# POLI inh: blocks human DNA polymerase iota activity | Pol iota fluorescent replication assay, 10 min | 1% of 390,000 active | Potency, µM (doses to about 115 µM), for inactives: at the highest dose activity, negative = inhibition, most hits filed as inhibitors | AID 588590 | Q9UNA4
#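 Fluorescent replication assay read twice, at 0 min and 10 min after adding 50 nM (final) substrate. Enzyme (10 nM) and compounds were first incubated 15 min at room temperature; enzyme-free buffer wells were negative controls.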
# Tb PGK inh: inhibitors of T. brucei phosphoglycerate kinase. P07378. PGK/GAPDH coupled, Kinase-Glo luminescence, 60 min. Potency, µM (series often up to 57.5 µM), without a hit: top-dose activity change, negative = inhibition, hits mostly inhibitors. 0.043% of 380,000 active. AID 602233; note: % is set by controls: 0 for no effect and ±100 for the full control effect; nearly all actives have a fitted effect of over 60% in size
# Target sequence (P07378 whole entry, looked up): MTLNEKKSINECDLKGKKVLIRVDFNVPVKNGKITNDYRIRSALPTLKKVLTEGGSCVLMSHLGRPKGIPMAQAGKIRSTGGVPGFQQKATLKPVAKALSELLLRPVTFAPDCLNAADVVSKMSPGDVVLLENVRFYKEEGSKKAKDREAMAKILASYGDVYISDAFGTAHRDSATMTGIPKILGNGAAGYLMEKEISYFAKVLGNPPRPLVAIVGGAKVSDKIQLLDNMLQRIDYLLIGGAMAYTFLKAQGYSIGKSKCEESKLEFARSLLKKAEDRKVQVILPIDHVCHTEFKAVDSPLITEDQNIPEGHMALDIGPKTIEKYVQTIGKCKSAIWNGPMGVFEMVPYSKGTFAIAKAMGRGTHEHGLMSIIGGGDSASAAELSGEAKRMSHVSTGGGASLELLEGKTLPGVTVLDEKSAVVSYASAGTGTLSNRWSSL
#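 Recombinant glycosomal PGK reaction used 1,3-bisphosphoglycerate generated in-well by GAPDH (100nM final) in 100mM TEA pH 7.6, 5mM MgCl2, 0.01% Tween-20. After 60 minutes at room temperature, ATP was read by Kinase-Glo Plus luminescence end-point.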
# JMJD2A Tudor: inhibitors of human JMJD2A Tudor domain. AID 504339. 4.4% of 390,000 active. AlphaScreen JMJD2A-Tudor / H3K4me3 peptide binding. Potency, µM (doses to about 114 µM), without a hit: at the highest dose activity change, negative = inhibition, usual class: inhibitors; note: % is set by controls: 0 for no effect and ±100 for the full control effect; nearly all actives have a fitted effect of over 50% in size
# G9a inh: blocks human histone lysine methyltransferase G9a; 8.8% of 350,000 active; Potency, µM (titrated, usually from 102 µM), for inactives: top-dose activity, negative = inhibition, usual class: inhibitors; Q96KQ7; G9a H3K9 monomethylation, AlphaScreen, 2 h; note: % is set by controls: 0 for no effect and ±100 for the full control effect; nearly all actives have a fitted effect of over 75% in size
# Target sequence (Q96KQ7 913-1193 limits assumed): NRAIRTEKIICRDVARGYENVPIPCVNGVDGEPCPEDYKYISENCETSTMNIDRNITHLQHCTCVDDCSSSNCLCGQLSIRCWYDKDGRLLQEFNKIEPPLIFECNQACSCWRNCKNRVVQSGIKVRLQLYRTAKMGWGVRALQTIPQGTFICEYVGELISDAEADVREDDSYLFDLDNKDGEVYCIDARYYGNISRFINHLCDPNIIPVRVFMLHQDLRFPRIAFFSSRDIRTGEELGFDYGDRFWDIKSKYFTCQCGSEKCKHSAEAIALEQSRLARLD
#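 Compounds were preincubated with 20 nM G9a for 15 min, after which biotinylated H3K9 peptide (500 nM) and SAM (20 uM) started a 2 h room-temperature reaction. Monomethylated product was quantified by antibody-based AlphaScreen chemiluminescence.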
# BAZ2B inh: blocks human BAZ2B; 4.4% of 360,000 active; AlphaScreen BAZ2B-H3K14Ac peptide displacement; Potency, µM (series often up to 114 µM), for the others: top-dose activity change, negative = inhibition, hits mostly inhibitors; Q9UIF8; note: % is set by controls: 0 for no effect and ±100 for the full control effect; nearly all actives have a fitted effect of over 60% in size
#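 AlphaScreen displacement of biotin-H3(5-23)K14Ac peptide (50 nM final) from BAZ2B (50 nM final) in PBS pH 7.4, 0.01% Tween-20; complex preformed 30 min RT, then compounds (top 110 uM) 30 min RT, beads 20 min dark.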
# BLM inh: inhibitors of human Bloom syndrome helicase BLM; 0.2% of 350,000 active; Potency, µM (top dose mostly 56.1 µM), without a hit: top-dose activity change, negative = inhibition, hits mostly inhibitors; recombinant BLM DNA unwinding, fluorescence dequenching;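 note: plate controls were vehicle for no effect and no enzyme for full effect; nearly all actives have a fitted effect of over 35% in size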
# HP1b binding inh: blocks HP1-beta chromodomain binding to methylated histone tails | Potency, µM (highest dose often 114 µM), for inactives: at the top dose activity change, negative = inhibition, most hits filed as inhibitors | 0.56% of 390,000 active | AlphaScreen HP1-beta / biotin-H3K9me3 peptide binding | AID 540317 | P83916; note: nearly all actives have a fitted effect of over 70% in size; inactives centre near 23
#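 Compound inhibition of the preformed complex between 50 nM HP1-beta and 50 nM biotinylated H3K9me3 peptide was read by AlphaScreen. Buffer was PBS pH 7.4 with 0.01% Tween-20. Incubations ran 30 min at room temperature, with 10 ug/mL donor/acceptor beads.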
# GLS inhibitor: glutaminase GLS (human) inhibition; GLS enzymatic activity, qHTS titration; Potency, µM (top dose mostly 45.5 µM), for inactives: top-dose activity change, negative = inhibition, most hits filed as inhibitors; O94925; 0.21% of 410,000 active; note: % is set by controls: 0 for no effect and ±100 for the full control effect
#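 Human kidney-isoform GLS in 45 mM KH2PO4 pH 8.2, 0.02% Tween-20, with compound, started with 1mM L-Glutamine (added stock). Glutamate oxidase/HRP/Amplex red coupled fluorescence read at start and after 30 min at RT.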
# Pin1 inhibitor: inhibitors of human Pin1. Q13526. Pin1 FP peptide displacement, HiFluor488, 10 min. Potency, µM (titrated, usually from 115 µM), for inactives: at the top dose activity, negative = inhibition, most hits filed as inhibitors. 0.009% of 390,000 active. AID 504891; active = well fitted inhibition curve with a large enough effect in the polarisation, with a control signal flat, not every such curve was filed as active; inconclusive = small, poorly fitted or top-dose-only effect, or effect the other way, or a change in a side signal; inactive = no such curve, though single readings can be large or run the other way; the % refers to the polarisation; note: % is set by controls: 0 for no effect and ±100 for the full control effect
# Target sequence (Q13526 whole entry, looked up): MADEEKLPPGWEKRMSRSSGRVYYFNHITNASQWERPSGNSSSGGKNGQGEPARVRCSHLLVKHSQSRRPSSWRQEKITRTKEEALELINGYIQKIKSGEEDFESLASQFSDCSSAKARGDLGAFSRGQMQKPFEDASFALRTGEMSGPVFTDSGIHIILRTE
# An asterisk follows results filed as active; i = inactive; ? = inconclusive; · = no result given; & = joins results of further samples; [ ] = another dose, or the depositor's remark. Unless noted, calls come from the whole dose curve; as a rule, active = well fitted curve in the direction sought with a large enough effect; inconclusive = small, poorly fitted or top-dose-only effect, or another doubt; inactive = no such curve, though single readings can be large; an effect the other way counts as inactive or inconclusive. Potency is the fitted concentration of half-maximal effect. These rows are one share of the data; the hit share may differ from the screen's.
SMILES,POLI inh,Tb PGK inh,JMJD2A Tudor,G9a inh,BAZ2B inh,BLM inh,HP1b binding inh,GLS inhibitor,Pin1 inhibitor
CCOc1ccc(N(CC(=O)NCCSCc2ccccc2)S(C)(=O)=O)cc1,-21%,i,-31%,16%,-3%,-3%,10%,-4%,1%
CCNC(=O)C12CCC(C)(C(=O)O1)C2(C)C (centres undefined),-14%,-9%,-12%,23%[59 µM],-5%,-1%,23%,6%,-6%
Cc1ccc(N=Cc2sc(O)c3ccccc23)cc1,2%,-7%,14%[57.1 µM],8.9µM*,33%[activator],-11%,67%[activator],1%,?
CCCCc1ccc(NC(=O)N[C@@H](CC(C)C)C(=O)O)cc1,5%,-1%,-17%[11.4 µM],-2%,2%,-3%,62%[activator],11%,-10%
CC(C)(C)NC(=O)C1CN(S(=O)(=O)c2ccccc2)CCN1S(=O)(=O)c1ccccc1 (centres undefined),3%,7%,1%,?,24%,-3%,24%,13%,0%
COc1ccc(CCNC(=O)CSc2nc3sc(C(=O)O)c(C)c3c(=O)[nH]2)cc1OC,7%,9%,-9%,·,-5%,0%,12%,2%,-1%
CC(C)NC(=O)c1cccc2c1-c1ccccc1C2=O,53%[activator],-8%,-5%,24%,1%,0%,18%,-1%,2%
COC(=O)c1cc2occc2n1Cc1nc(-c2ccc(Cl)cc2)oc1C,29%&0%,-13%&-1%,-2%&-30%,-6%[59 µM],-2%&-22%,-6%&-3%,29%&8%,-1%&8%,-2%&0%
Cc1nn(CCC#N)c2nc(C(F)(F)F)[nH]c(=O)c12,-6%,-4%,-26%,-7%[59 µM],3%,-3%,14%,1%,0%
O=C(Nc1cccc(F)c1)c1cccc2c1C(=O)N(C1CCCCC1)C2,-7%&3%,1%,-6%&-17%,5%[0.0925 µM],0%,-2%&-8%,50%&21%[activator],14%&3%,-5%&4%
O/N=C1\CCCC\C1=C/c1ccccc1,1%,1%,6%[57.1 µM],1%[59 µM],-33%,-11%,-8%,12%,-1%
COC(=O)[C@]1(C)N[C@H](CN(C)C(=O)c2ccc(C)cc2)[C@@H]2C(=O)N(Cc3ccccc3)C(=O)[C@@H]21,?,i,-16%,·,·,·,42%[activator],-4%,7%
Cc1[nH]c2ccccc2c1C(=O)NS(=O)(=O)Nc1ccc(F)cc1,-10%,0%,-12%,?,-15%,-4%,-2%,14%,-8%
Cc1cccnc1NC1CCCCC1,-16%,-9%,-12%,?,0%,3%,20%,1%,-7%
CCN1CCN(c2nc(Nc3cccc(OC)c3)nc(N)c2[N+](=O)[O-])CC1,-14%,-5%,?,24%[2.33 µM],-17%,-5%,6%,-4%,2%
COc1cccc2c1CCc1c-2nc2ccccc2c1C(=O)O,29%,-8%,-12%,?,-9%,-5%,11%,0%,1%
COc1ccc(-c2nc3n(n2)C(c2ccccc2OC)C(C(=O)Nc2cccnc2)=C(C)N3)cc1 (centres undefined),8%,-6%,-20%,45%[59 µM],-12%,-2%,31%,12%,0%
CCC(C)(C)n1nnnc1C(c1cccs1)N1CCN(c2nc3ccccc3s2)CC1 (centres undefined),-3%,-8%,-2%,7%,-4%,-7%,4%,4%,15%
COc1ccc2c(=O)cc(-c3ccccc3)n(C)c2c1,4%,1%,-7%,?,5%,3%,64%[activator],7%,9%
O=C(Nc1ccccc1Cl)NC1(C(=O)NCc2cccnc2)CCCCC1,28%,0%,-14%,-2%,32%[activator],2%,14%,0%,0%
CC1CCCCC1NC(=O)/C(C#N)=C/c1ccccc1F (centres undefined),10%,-4%,3%,21%[59 µM],-3%,-2%,50%[activator],-15%,4%
O=C1CC(c2ccc3c(c2)OCCO3)Oc2ccccc21 (centres undefined),-3%,1%,-24%,33%,-10%,-6%,30%,1%,-9%
Cc1ccc(-n2nnc3c(=O)n(CC(=O)NCc4ccccc4)cnc32)cc1,-24%,i,-18%,?,?,-12%,40%[activator],-6%,41%[activator]
O=C(c1sc2cc(F)ccc2c1Cl)N1CCN(c2cccc(Cl)c2)CC1,23%,2%,2%,12%,-6%,-7%,41%[activator],1%,14%
O=C(CS(=O)c1cccc(C(F)(F)F)c1)Nc1ccccc1Cl (centres undefined),23%,-5%,-10%,21%,-4%,-1%,-1%,12%,-2%

# As entered above:
# CCNC(=O)C12CCC(C)(C(=O)O1)C2(C)C (centres undefined) in POLI inh is listed with -14%
# O=C(Nc1ccccc1Cl)NC1(C(=O)NCc2cccnc2)CCCCC1 in POLI inh is listed with 28%

# (continued)
SMILES,POLI inh,Tb PGK inh,JMJD2A Tudor,G9a inh,BAZ2B inh,BLM inh,HP1b binding inh,GLS inhibitor,Pin1 inhibitor
O=C(NCC(c1ccco1)N1CCOCC1)c1c(F)cccc1F (centres undefined),?,-7%,-16%,-5%,-6%,·,5%,0%,-5%
c1ccc2[nH]c(C3CC3)nc2c1,73%[activator],1%,-15%,0%[59 µM],-19%,-5%,-11%,0%,4%
Cc1c2cc(O)c(=O)cc-2oc2cc(O)c(O)cc12,-193%,?,1.4µM*,7.9µM*,4.5µM*,14µM*,0.71µM*,?,?
Cc1ccc(C2=Nc3ccccc3SC(c3cccc([N+](=O)[O-])c3)C2)cc1 (centres undefined),7%,-4%,?,45µM*,22µM*,-16%,8%,-1%,1%
CC1CC(C)(C)NC(=S)N1CC(=O)N(C)Cc1ccccc1 (centres undefined),58%[activator],-6%,2%,-4%[59 µM],3%,3%,2%,6%,2%
COc1cccc(-c2cc(C(=O)NCCCn3ccnc3)no2)c1,-7%,-6%,9%[57.1 µM],-30%[59 µM],?,2%,14%,-3%,3%
COc1ccc(NC(=O)C2CCN(S(=O)(=O)c3cn(C)nc3C)CC2)cc1,2%,i,-7%,·,-4%,2%,28%,-5%,0%
COC(=O)c1ccc(C(=O)OC)c(NC(=O)CCC(=O)O)c1,17%,·,-5%,9%[59 µM],11%,-3%,32%,0%,-1%
CCOc1ccc(CN2C(=O)c3ccccc3Sc3ccc(C(=O)NC4CCC(C)CC4)cc32)cc1 (centres undefined),13%,-1%,-24%,-40%[59 µM],·,-8%,15%,-15%,27%
Cc1cc(C)c(CNC(=O)c2cc(C3CC3)nc3c2cnn3C(C)C)c(=O)[nH]1,-6%,i,-12%,?,2%,·,29%,8%,9%
COc1ccccc1NC(=S)Nc1ccccc1F,6%,-10%,4%,?,6%,-1%,34%,21%,-11%
Cc1ccc(N/N=C/c2ccc3c(c2)OCCO3)cc1Cl,8%,i,?,8.9µM*,11%,2%,?,-4%,-3%
NC(=O)c1c(NC(=S)Nc2ccccc2)sc2c1CCCC2,72%[activator],5%,?,6.3µM*,-31%,-1%,-25%,-15%,3%
c1ccc(CCCNc2ncnc3nc[nH]c23)cc1,27%&25%,3%,-13%,13%,46%[activator],2%,146%[activator],5%,-3%
Cc1cc(C)c(S(=O)(=O)Nc2cc(SCC(=O)O)c(O)c3ccccc23)cc1C,20µM*,-9%,22µM*,2.2µM*,40µM*,16µM*,-95%,16%,?
CCOC(=O)CNC(=O)C1(c2ccccc2)CCCC1,17%,-3%,-9%,5%,4%,2%,21%,1%,0%
Cc1cc(C)c(NC(=O)CNC(=O)c2cc([N+](=O)[O-])ccc2N2CCOCC2)c(C)c1,41%[activator],-6%,-4%,?,-9%,·,31%,-8%,-10%
CN(C)c1ccc(NC(=O)Nc2ccc3c(c2)nnn3C)cc1,207%[activator],-4%,-24%,8%[0.501 µM],-21%,-7%,11%,?,-4%
COc1ccccc1N(C)S(=O)(=O)c1ccc(Cl)c(C(=O)Nc2cccc(C)n2)c1,25%,1%,-15%,-37%,-28%,·,11%,11%,-2%
Cc1ccc(N/N=C/c2cccnc2)cc1,8%,6%,?,?,?,-7%,?,40%[activator],2%
CC1=Nc2nc(N3CCCCC3)c(C#N)c3c4c(nc(c23)N1)N(c1ccc(C(C)C)cc1)C(=O)C4,9%,-3%,5%,?,-33%,?,-1%,3%,4%
CC(C)NC(=S)Nc1ccc2[nH]c(=O)[nH]c2c1,22%,-5%,-13%,·,1%,-5%,0%,31%,1%
COCCN1CCN(C(=O)c2ccc3nc(Cc4ccccc4F)oc3c2)CC1,27%,9%,-3%,3%,-15%,-2%,17%,-2%,-14%
CCc1cccc2c(C(=O)CN3C(=O)N(C)C4(CCCCC4)C3=O)c[nH]c12,-5%,-7%,-26%,-11%[59 µM],1%,·,20%,3%,9%
O=C1OCCC1Sc1nc2cc(Cl)ccc2n1Cc1ccccc1 (centres undefined),?,-5%,-34%,?,?,-12%,25%,-6%,3%
# Remaining list, next part.
SMILES,POLI inh,Tb PGK inh,JMJD2A Tudor,G9a inh,BAZ2B inh,BLM inh,HP1b binding inh,GLS inhibitor,Pin1 inhibitor
Cc1nn(CC(O)c2ccccc2)c(C)c1Br (centres undefined),23%,-1%,2%,11%,?,-1%,35%[activator],·,?
C[C@H]1CCC[C@]2(O[C@@H](CCO)C[C@@H](O)[C@@H]2O)O1,37%[activator],-3%,-21%,·,·,·,40%[activator],-1%,-6%
C=CCN(C(=O)CCC(=O)O)C1CC(=O)N(c2ccc(OC)cc2)C1=O (centres undefined),0%,-3%,-11%,-2%[12.7 µM],-1%,0%,9%,-9%,1%
COC(CNC(=O)Cc1c(C)nc2c(-c3ccccc3)c(C)nn2c1C)OC,21%,-10%,-10%,-36%,·,4%,41%[activator],5%,-3%
COc1ccc(C(=O)CCC(=O)Nc2ccccc2C)cc1,-23%,-5%,-13%,-11%[59 µM],3%,-2%,14%,0%,0%
CCC(=O)OCc1c(C(F)(F)F)nn(C)c1Sc1ccc(F)cc1,9%,9%,83%[activator],224%[activator],90%[activator],-6%,165%[activator],-1%,-3%

# An excerpt from above with just Tb PGK inh.
Molecule,Tb PGK inh
CCC(=O)OCc1c(C(F)(F)F)nn(C)c1Sc1ccc(F)cc1,9%
Cc1nn(CC(O)c2ccccc2)c(C)c1Br (centres undefined),-1%
COC(CNC(=O)Cc1c(C)nc2c(-c3ccccc3)c(C)nn2c1C)OC,-10%
